Screening data (PubChem)
PI5P4Ka inh = blocks human PI5P4K alpha kinase activity. P48426. PI5P4Kalpha enzyme, ADP-Glo luminescence, 60 min; hits give low values. max response, %. 330,000 compounds, 1.2% hits. AID 652105; active = max response of -50% or lower; inconclusive = between -30% and -50%; inactive = -30% or higher; note: value at the top dose of about 77 µM; % is set by controls: 0 for no effect and ±100 for the full control effect
Target sequence (P48426 whole entry, looked up): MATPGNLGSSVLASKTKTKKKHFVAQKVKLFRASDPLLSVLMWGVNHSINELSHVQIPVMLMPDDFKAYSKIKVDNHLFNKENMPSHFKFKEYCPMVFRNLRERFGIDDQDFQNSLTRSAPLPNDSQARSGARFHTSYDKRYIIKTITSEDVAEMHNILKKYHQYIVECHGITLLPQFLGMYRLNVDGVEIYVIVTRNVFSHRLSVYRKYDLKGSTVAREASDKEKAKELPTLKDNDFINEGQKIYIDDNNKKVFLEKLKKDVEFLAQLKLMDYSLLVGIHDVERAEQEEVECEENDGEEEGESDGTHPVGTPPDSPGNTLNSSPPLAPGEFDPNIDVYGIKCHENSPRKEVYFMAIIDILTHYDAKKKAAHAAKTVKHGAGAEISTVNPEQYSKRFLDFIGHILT
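Reactions run in 0.038 M HEPES pH 7.4, 0.28 mM EGTA, 0.1% CHAPS and 5% DMSO, with PI5P4Kalpha, substrate, compound and 5 microM ATP final, one hour at room temperature. Readout is ADP-Glo luminescence.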
WRN helicase inh = WRN helicase (human) inhibition; WRN helicase unwinding, fluorescent forked duplex, kinetic; Potency, µM (series often up to 114 µM), without a hit: at the highest dose activity change, negative = inhibition, usual class: inhibitors; 360,000 compounds, 0.46% hits; AID 651768; note: potency is the fitted concentration of half-maximal effect; % is set by controls: 0 for no effect and ±100 for the full control effect; nearly all actives have a fitted effect of over 55% in size
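Enzyme (20 nM final) and test compound sit together 15 min at room temperature before substrate addition. Substrate is a single-forked duplex oligonucleotide (100 nM) labelled with fluorophore and quencher, with 2 mM ATP; helicase unwinding raises red fluorescence, read kinetically.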
PLK1 PBD block = blocks phosphopeptide binding to human PLK1 polo-box domain. P53350. Plk1 PBD binding of FITC phosphopeptide, fluorescence polarization. Potency, µM, without a hit: max response, negative = inhibition, most hits filed as inhibitors. 360,000 compounds, 2.8% hits. AID 720504; note: potency is the fitted concentration of half-maximal effect; series mostly up to about 57 µM; % is set by controls: 0 for no effect and ±100 for the full control effect; nearly all actives have a fitted effect of over 65% in size
Target sequence (P53350 whole entry, looked up, the tested form may be a part): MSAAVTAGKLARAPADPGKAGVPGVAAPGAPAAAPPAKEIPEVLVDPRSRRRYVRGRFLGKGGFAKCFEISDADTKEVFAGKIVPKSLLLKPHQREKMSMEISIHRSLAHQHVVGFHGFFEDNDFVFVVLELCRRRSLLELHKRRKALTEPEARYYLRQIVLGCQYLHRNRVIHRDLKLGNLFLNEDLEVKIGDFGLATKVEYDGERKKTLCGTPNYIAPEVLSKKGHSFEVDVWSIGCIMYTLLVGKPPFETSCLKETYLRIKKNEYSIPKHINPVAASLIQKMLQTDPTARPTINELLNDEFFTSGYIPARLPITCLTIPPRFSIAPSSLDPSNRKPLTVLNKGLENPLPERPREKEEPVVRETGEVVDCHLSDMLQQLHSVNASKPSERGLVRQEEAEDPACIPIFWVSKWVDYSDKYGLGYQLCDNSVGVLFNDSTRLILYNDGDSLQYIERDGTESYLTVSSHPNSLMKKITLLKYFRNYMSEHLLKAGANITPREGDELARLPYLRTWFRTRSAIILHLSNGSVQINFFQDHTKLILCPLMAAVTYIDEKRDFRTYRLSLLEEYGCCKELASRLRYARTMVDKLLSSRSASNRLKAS
aSyn yeast inh = rescues yeast growth from alpha-synuclein toxicity. 370,000 compounds, 0.14% hits. Yeast expressing alpha-synuclein, growth rescue, BacTiter-Glo, 24 h. Potency, µM (titrated, usually from 46.1 µM), inactives show at the highest dose growth rescue (activation), most hits filed as activators; note: potency is the fitted concentration of half-maximal effect; % of control where 0% means no effect; nearly all actives have a fitted effect of over 65% in size
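Readout is rescue of growth in alpha-synuclein-expressing yeast, so inhibitors of toxicity appear as activators. Growth after 24 hr at 30 deg C in galactose medium is quantified by luminescence.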
IL-2 act = activators of IL-2 | activation, % (series mostly up to about 46 µM) | IL-2 activation reporter assay, cell-based qHTS; stimulated with anti-CD3/CD4/CD28 beads; in transgenic mouse T cells | 360,000 compounds, 0.065% hits | AID 652025; in the data active = activation above about 50%; inconclusive = mostly about 30% to 49%; note: 0% is about no effect
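Unstimulated transgenic mouse T cells; 60-min compound exposure; bead-based TCR/CD4/CD28 stimulation; 18 h culture, 37 degrees C; dual fluorescence (EGFP, DsRed) plate cytometry.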
EPAC1 antag = blocks human EPAC1 exchange factor; EPAC1 GEF assay, Rap1b-BODIPY-GDP exchange fluorescence; 360,000 compounds, 0.14% hits; AID 720709; O95398; Potency, µM (titrated, usually from 115 µM), inactives show at the top dose activity change, negative = inhibition, hits mostly inhibitors;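 note: potency is the fitted concentration of half-maximal effect; plate controls were vehicle for no effect and positive control for full effect; nearly all actives have a fitted effect of over 50% in size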
FUS yeast rescue = suppressors of FUS proteinopathy in yeast; S. cerevisiae FUS-expressing, growth rescue, OD600, 24 h; Potency, µM (highest dose often 76.6 µM), inactives show top-dose growth rescue (activation), actives largely listed as activators; 390,000 compounds, 0.24% hits; AID 1347120;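 note: potency is the fitted concentration of half-maximal effect; plate controls were DMSO vehicle for no effect and reference control for full effect; nearly all actives have a fitted effect of over 55% in size; some results filed as inactive show a strong effect at the top dose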
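Restored growth of FUS-toxic S. cerevisiae, read as 600 nm absorbance after 24 h at 30C in galactose medium (starting OD 0.005). Controls CP55940 and DMSO.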
EPAC1 ag = activates human EPAC1 exchange factor; O95398; AID 720707; 360,000 compounds, 0.073% hits; Potency, µM (highest dose often 154 µM), for the others: at the top dose activation, hits mostly activators; EPAC1 agonist qHTS, biochemical assay; response scale: 100% = response to 6.5 mM cAMP; note: potency is the fitted concentration of half-maximal effect; nearly all actives have a fitted effect of over 60% in size
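Nucleotide exchange assay: 100 nM EPAC1 with 250 nM Rap1B loaded with BODIPY-GDP and 50 uM GDP, room temperature. Fluorescence (480/540 nm) read every 5 min for 30 min; signal change normalized to 6.5 mM cAMP as full agonist.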
Abeta yeast res = restores growth of yeast expressing A-beta42 peptide; yeast expressing A-beta42, growth rescue, OD600, 48 h; response scale: 0% DMSO, 100% iron-clioquinol control; Potency, µM (doses to about 46.1 µM), inactives show top-dose growth rescue, hits mostly activators; 410,000 compounds, 0.063% hits; AID 1347071; note: potency is the fitted concentration of half-maximal effect; nearly all actives have a fitted effect of over 55% in size
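Growth rescue measured by 600 nm absorbance after 48 h yeast culture at 30 C with compound. Values normalized between DMSO and an equimolar ferric chloride plus clioquinol control.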
The depositor's hits bear a star; ? = inconclusive; . = no result given; [ ] = another dose, or the depositor's remark. Unless noted, calls come from the whole dose curve; as a rule, active = well fitted curve in the direction sought with a large enough effect; inconclusive = small, poorly fitted or top-dose-only effect, or another doubt; inactive = no such curve, though single readings can be large; an effect the other way counts as inactive or inconclusive. Compounds were not picked by outcome (roughly 4.1% active in at least one column).

item	molecule	PI5P4Ka inh	WRN helicase inh	PLK1 PBD block	aSyn yeast inh	IL-2 act	EPAC1 antag	FUS yeast rescue	EPAC1 ag	Abeta yeast res
1	COc1ccc(-n2c(SCC(=O)Nc3cc(C)on3)nc3ccccc3c2=O)cc1Cl	-6.4	3.3%	-3.4%	-0.3%	-0.5	-18.1%	6.9%	5.6%	-5.6%
2	CCc1ccccc1NC(=O)c1ccc(-c2csc(C)n2)cc1	-4.2	-0.8%	3.7%	4.8%	-3.3	-4.4%	19.9%	-1.8%	-2.6%
3	COc1ccc(/C=C/C(=O)N(CC(C)C)CC(C)C)cc1Br	.	-12.6%	-5.4%	20.6%	0.4	?	11.3%	7.0%	-12.8%
4	CC(C)OC(=O)Nc1ccc(Oc2c(F)c(F)c(F)c(F)c2F)cc1	1.3	2.7%	-0.3%	0.9%	-0.1	3.9%	13.6%	0.1%	26.0%
5	CC(=O)N1CCc2cc(S(=O)(=O)NCCCN3CCC(C)CC3)ccc21	-4.2	2.1%	3.2%	0.8%	-4.0	7.6%	4.0%	-4.8%	9.8%
6	O=C(Nc1c(F)cccc1F)c1ccc2c(c1)CCN2S(=O)(=O)c1ccccc1	-7.4	-1.8%	-7.8%	9.0%	-2.5	?	22.5%	2.9%	?
7	CN(CCCNC(=O)Cn1cccc1C(=O)c1ccccc1)C1CCCCC1	-1.1	1.9%	6.0%	5.8%	0.8	3.3%	-40.0%	-2.5%	3.5%
8	Cc1ccc(OCCCC(=O)Nc2cc(S(=O)(=O)N3CCOCC3)ccc2N2CCOCC2)cc1	-3.3	-11.1%	1.4%	10.3%	-2.9	-6.3%	4.0%	10.2%	4.2%
9	Cc1cnc(NC(=O)Cc2ccccc2F)s1	6.0	2.1%	0.3%	0.0%	0.8	20.4%	-2.4%	1.2%	11.7%
10	CSc1cccc(-c2nnc(NC(=O)c3cccc(N4C(=O)CCC4=O)c3)o2)c1	-20.2	-9.7%	-16.2%	-9.5%	-2.2	-0.9%	5.5%	6.6%	2.5%
11	Cc1nc(NCCC(C)C)c2nnn(Cc3ccccc3)c2n1	1.6	-2.9%	1.5%	0.5%	0.1	-13.1%	-20.3%	-13.9%	6.0%
12	c1ccc(N2CCN(c3cnc4ccccc4n3)CC2)cc1	1.4	-4.8%	-2.3%	-0.8%	-0.4	6.8%	30.7%	3.7%	-29.4%
13	CCCCNC(=O)/C(=C/c1ccccc1)NC(C)=O	-1.1	1.8%	-1.1%	-0.8%	-2.9	-0.4%	-2.3%	6.5%	21.8%
14	CCOCCCNC(=O)CN1CCN(c2ccc(F)cc2)CC1	.	3.2%	-5.1%	-4.2%	-2.1	-1.7%	-7.1%	8.2%	-17.6%
15	O=C(CSc1ncn[nH]1)Nc1cccc(S(=O)(=O)N2CCCCCC2)c1	-0.1	-21.9%	-1.5%	-0.5%	-1.9	-6.3%	8.6%	2.4%	6.6%
16	Cc1ccccc1OCC(=O)NCCNC(=O)c1ccccn1	0.1	-3.1%	6.7%	4.4%	-1.8	-12.4%	-1.5%	-2.2%	-5.8%
17	COc1ccc(NC(=O)CCSc2cc(C)c3ccccc3n2)cc1	-4.9	1.3%	-2.8%	0.6%	1.0	-12.6%	23.0%	-1.0%	14.7%
18	CSCC[C@H](NC(=O)C1CCN(S(=O)(=O)c2ccccc2)CC1)C(=O)NC1CC1	0.6	2.2%	-7.4%	-4.9%	-1.3	-7.8%	7.6%	-6.0%	4.5%
19	COc1ccc(N2C(=O)CCC2=O)c(OC)c1	-0.6	-3.1%	-4.7%	2.0%	0.4	-5.8%	-6.2%	-3.6%	20.9%
20	Cc1nnc2ccc(-c3ccc(NS(=O)(=O)c4ccc(Cl)s4)cc3)nn12	?	-5.4%	-11.1%	-8.4%	-0.3	-18.2%	0.0%	3.2%	-15.1%
21	CCOC(=O)c1nc(SC)n(C)c1C(=O)OCC	2.4	-5.3%	-6.5%	1.9%	4.9	-23.9%	-0.5%	-4.4%	6.3%
22	Fc1ccc(Nc2cncc(-c3ccsc3)c2)cc1Cl	-22.5	-18.5%	?	-5.4%	-0.1	?	-10.9%	2.3%	-38.0%[inhibitor]
23	COc1ccc(C2C3=C(CC(C)(C)CC3=O)Nc3c2c(=O)[nH]c(=O)n3Cc2ccccc2)cc1 (stereo not given)	-2.6	7.3%	-15.6%	-6.1%	-0.4	-3.3%	1.8%	-4.1%	17.1%
24	Cn1c(N)c(C#N)c2c(c1=S)CSC(C)(C)C2	-15.2	-4.2%	-26.7%	0.4%	-0.8	-2.7%	18.0%	3.9%	13.3%
25	Cc1cccc(NC(=O)c2nc[nH]c2C(=O)NCCCCCNC(=O)OC(C)(C)C)c1	-0.2	-8.3%	-1.8%	10.5%	-0.8	-25.6%	?	-20.7%	-9.0%
26	CC1(C)c2[nH]c3ccccc3c2C[C@@H]2C(=O)N(Cc3ccccc3Cl)C(=O)N21	.	.	.	.	-0.4	-24.2%	18.8%	-11.6%	3.5%
27	Cc1ccc(N(Cc2cc3ccccc3[nH]c2=O)C(=O)c2cccs2)cc1	1.5	1.0%	-0.8%	2.7%	-0.7	3.7%	-2.6%	-1.3%	-0.2%
28	CCCCn1c(N)c(N(CCOC)C(=O)COC(=O)/C=C/c2ccc(Br)cc2)c(=O)[nH]c1=O	0.8	-6.6%	-3.8%	-5.9%	4.2	4.5%	7.2%	-6.7%	-4.4%
29	Cc1ccc(-c2nn(-c3ccccc3)cc2/C=C2\SC(=S)N(CC(=O)O)C2=O)cc1	-6.7	-3.8%	29.9µM*	1.6%	4.9	-21.4%	13.1%	-13.3%	.
30	CC(C)(C)c1cc(CCC(=O)NN)cc(C(C)(C)C)c1O	-4.4	-1.1%	-2.7%	7.4%	-0.5	-20.0%	10.9%	7.1%	10.3%
31	Cc1nnsc1C(=O)N1CCC(CO)(Cc2ccccc2Cl)CC1	3.1	-6.6%	-3.8%	3.7%	0.7	2.4%	13.8%	-1.1%	-0.2%
32	CCOC(=O)c1ccc(NC(=O)CSc2nc(SC)ns2)cc1	2.3	-34.7%[57.1 µM]	-13.9%	-5.1%	-2.8	-15.2%	25.7%	14.4%	-26.0%
33	CCN(CC)S(=O)(=O)c1cc(C(=O)Nc2cc(C)on2)ccc1Cl	1.3	-2.5%	-7.6%	-4.7%	0.3	-9.9%	17.5%	-0.4%	-6.9%
34	Cc1ccc(N=C2NC(=O)/C(=C\c3ccsc3)S2)c(C)c1	-0.9	-15.2%	29.9µM*	-23.2%	-3.6	3.9%	.	12.6%	-26.1%
35	Cc1ccc(C(=O)/C=C/Nc2cccc([N+](=O)[O-])c2)o1	-3.6	-2.2%	-5.5%	25.0%	-0.4	-26.1%	-21.7%	0.5%	-1.4%
36	CCC(C)(C)NC(=O)CN(C(=O)CCC(=O)Nc1ccccn1)c1ccc2c(c1)OCO2	0.4	9.9%	-12.2%	-2.4%	0.7	-22.0%	24.7%	-4.2%	-1.7%
37	O=C(Nc1nnc(-c2ccc(Cl)s2)o1)C1CC1	0.1	-25.0%[57.1 µM]	-5.8%	3.0%	-0.8	1.3%	-3.7%	7.6%	-11.4%
38	COc1ccc(OCc2cc(C(=O)N3CCCC3)no2)c2ccccc12	4.0	-4.0%	-9.0%	0.0%	-3.6	-11.7%	43.2%	3.8%	8.7%
39	Cc1ccccc1NNC(=O)C(=O)NNc1ccccc1C	-2.0	10.9%	-14.3%	-5.0%	0.1	-21.3%	8.1%	3.9%	23.0%
40	O=C(O)C1CCN(c2ccc([N+](=O)[O-])cc2[N+](=O)[O-])CC1	-25.0	-29.1%	-12.7%	14.5%	-5.0	-6.7%	21.5%	1.0%	28.3%
41	Cc1cccc(C)c1NC(=S)NCCc1ccccn1	-2.5	-12.2%	6.1%	-7.5%	-0.4	0.7%	.	-2.0%	21.0%
42	Cc1nc(N)[nH]c(=O)c1CCCNc1ccc(CCCCC2(CCl)OCCO2)cc1	0.0	-0.5%	-0.1%	-7.9%	-0.3	-16.8%	26.1%	-3.5%	4.0%
43	O=C(O)CC1c2ccccc2CCN1S(=O)(=O)c1ccc(F)cc1 (stereo not given)	5.4	1.4%	-3.7%	6.4%	1.1	9.2%	-16.0%	3.5%	9.4%
44	Cc1ccc2oc(=O)c3cnn(CC(=O)NCCC(C)C)c3c2c1	-1.1	6.3%	6.9%	9.1%	0.1	17.1%	-17.1%	-4.3%	3.9%
45	O=C(Nc1ccc2oc(-c3ccncc3)nc2c1)c1ccccc1F	-13.8	-3.3%	-7.4%	-12.8%	0.2	15.7%	16.7%	-12.8%	-13.3%
46	COc1ccc(OC)c2cc3ccccc3cc12	-60.3*	?	2.67µM*	4.0%	0.3	?	.	-1.4%	-13.4%
47	COc1cccc(NC(=O)c2cccc(N3C(=O)C4C5C=CC(C5)C4C3=O)c2)c1 (stereo not given)	2.1	-3.4%[57.1 µM]	-24.4%	0.0%	0.3	-6.7%	15.6%	-8.8%	3.1%
48	COc1cccc(-c2cnc3c(NC(C)=O)cc(-c4cc(OC)c(OC)c(OC)c4)cn23)c1	4.2	-13.1%	-20.4%	0.1%	1.8	-13.8%	20.3%	-8.1%	-5.0%

Part of the list above in order of length of the SMILES, high to low.
item	molecule	PI5P4Ka inh	WRN helicase inh	PLK1 PBD block	aSyn yeast inh	IL-2 act	EPAC1 antag	FUS yeast rescue	EPAC1 ag	Abeta yeast res
48	COc1cccc(-c2cnc3c(NC(C)=O)cc(-c4cc(OC)c(OC)c(OC)c4)cn23)c1	4.2	-13.1%	-20.4%	0.1%	1.8	-13.8%	20.3%	-8.1%	-5.0%
47	COc1cccc(NC(=O)c2cccc(N3C(=O)C4C5C=CC(C5)C4C3=O)c2)c1 (stereo not given)	2.1	-3.4%[57.1 µM]	-24.4%	0.0%	0.3	-6.7%	15.6%	-8.8%	3.1%
44	Cc1ccc2oc(=O)c3cnn(CC(=O)NCCC(C)C)c3c2c1	-1.1	6.3%	6.9%	9.1%	0.1	17.1%	-17.1%	-4.3%	3.9%
